Screening results (PubChem)
KCNQ2 block: KCNQ2 potassium channel inhibitors, primary screen, cell-based, CHO-K1, FluxOR thallium flux, B-score (AID 2156); O88943; 20 min; stronger effect = lower value; B-score at 10 µM; 310,000 tested, 1.1% active;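 active means fluorescence ratio B-score at most minus 3 library SDs, with starting brightness B-score within 2 library SDs, cut at about -5.5 in these data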
Target sequence (O88943 whole entry, looked up): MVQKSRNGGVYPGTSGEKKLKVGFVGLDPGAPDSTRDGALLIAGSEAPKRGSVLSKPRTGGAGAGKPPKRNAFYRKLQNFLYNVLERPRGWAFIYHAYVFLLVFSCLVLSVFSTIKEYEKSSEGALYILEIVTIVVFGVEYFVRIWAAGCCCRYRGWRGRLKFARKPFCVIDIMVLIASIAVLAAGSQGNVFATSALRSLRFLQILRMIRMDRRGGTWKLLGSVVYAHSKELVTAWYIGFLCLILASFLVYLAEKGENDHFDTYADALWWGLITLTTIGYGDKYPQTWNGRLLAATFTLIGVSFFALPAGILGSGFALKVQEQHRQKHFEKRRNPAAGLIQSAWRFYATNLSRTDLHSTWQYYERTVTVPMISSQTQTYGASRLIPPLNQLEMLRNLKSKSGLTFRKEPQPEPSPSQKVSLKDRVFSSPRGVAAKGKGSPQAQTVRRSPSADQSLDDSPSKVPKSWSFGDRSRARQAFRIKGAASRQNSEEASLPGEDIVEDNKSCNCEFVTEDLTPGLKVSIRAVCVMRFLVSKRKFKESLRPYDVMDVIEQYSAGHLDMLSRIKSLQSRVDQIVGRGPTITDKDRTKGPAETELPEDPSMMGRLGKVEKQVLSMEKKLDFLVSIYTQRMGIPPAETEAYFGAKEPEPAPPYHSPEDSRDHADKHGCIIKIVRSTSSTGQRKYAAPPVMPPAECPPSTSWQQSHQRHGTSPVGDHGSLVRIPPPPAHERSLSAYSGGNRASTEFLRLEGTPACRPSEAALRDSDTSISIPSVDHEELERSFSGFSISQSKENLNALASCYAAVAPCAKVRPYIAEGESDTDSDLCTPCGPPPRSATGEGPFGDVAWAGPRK
CHT block: human CHT choline transport inhibition. Q9GZV3. 310,000 tested, 0.86% active. AID 488975. CHT-expressing cells, membrane potential dye, choline response; stronger effect = lower value. B-score at 10 µM;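 active means B-score over 3 SD under the library average, and starting fluorescence ratio not unusually high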;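 further: choline stimulus applied at its EC90 after an EC20 pre-addition; B-score computed on integrated fluorescence ratio after choline addition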
Kir21 inh: inhibitors of mouse Kir2.1 inward-rectifier potassium channel | P35561 | HEK293-Kir2.1, FluxOR thallium flux fluorescence; stronger effect = lower value | B-score at 10 µM | 310,000 tested, 0.85% active | AID 1672;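 active means fluorescence ratio B-score at or below minus 3 SD of library scores, with starting-brightness B-score within 2 SD, cut at about -4.2 in these data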;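 further: channel flux triggered by added potassium and thallium sulfate stimulus; B-score of peak minus minimum fluorescence over baseline after thallium stimulus; more negative B-score means stronger Kir2.1 block with less thallium influx; some compounds called inactive have numbers as strong as hits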
Active calls of the source: *; i = inactive.

SMILES	KCNQ2 block	CHT block	Kir21 inh
COC(=O)C1=C(C)N=c2s/c(=C/c3cccs3)c(=O)n2C1c1ccc(F)cc1 (stereo not given)	i	i	-1.36
C/C(=N/NS(=O)(=O)c1ccc(C)cc1C)c1c[nH]c2ccccc12	i	i	1.1
Cc1ccc2c(C)c(C(=O)N3CCC(O)(c4ccccc4)CC3)oc2c1C	-5.93*	i	1.4
CCC(=O)Nc1ccc(S(=O)(=O)Nc2nccs2)cc1	i	i	-0.37
CCC(=O)N1CCc2cc(S(=O)(=O)CCC(=O)N3CCCC(C)C3)ccc21 (stereo not given)	i	i	-0.73
O=C(NCc1ccco1)C1CCCN(S(=O)(=O)c2ccc(-n3cnnn3)cc2)C1 (stereo not given)	i	i	-0.69
COc1ccc(N/N=C/c2c(C(=O)O)ccc3ccccc23)cc1	i	i	-0.09
CNC(=O)CN(c1ccc2c(c1)OCCO2)S(C)(=O)=O	i	i	1.32
Cc1cccc(N2CCN(C(=O)c3ccncc3)CC2)c1C	i	i	-0.25
COc1ccc(OC)c(C2CC(=O)N3CN(c4cccc(Cl)c4)CSC3=C2C#N)c1 (stereo not given)	i	i	1.67
O=C(CCSCc1cccc(Cl)c1)NC1CCCC1	i	i	0.18
O=C(NCc1ccco1)/C(=C/c1cccc([N+](=O)[O-])c1)NC(=O)c1ccco1	i	i	-0.45
Cc1nn(C)cc1C1C(C#N)=C(N)N(c2ccc(F)c([N+](=O)[O-])c2)C2=C1C(=O)CCC2 (stereo not given)	i	i	0.68
CCCCOc1ccc(NC(=O)C(=O)NCCC2=CCCCC2)cc1	i	i	-1.05
Cc1nnc2n(-c3ccccc3)c(=O)c3c4c(sc3n12)COC(C)(C)C4	i	i	0.56
CCC1(C(=O)c2ccccc2)C2c3cc(Br)ccc3OC(=O)C21C(=O)N1CCOCC1 (stereo not given)	-9.72*	i	-0.45
CC(C)CCNC(=O)c1ccc2c(c1)ncn2C1CCCCC1	i	i	-0.6
COc1ccc(-c2nnc3ccc(SCC(=O)Nc4cc(C)on4)nn23)cc1OC	i	i	-0.04
COc1ccc2nc(/C=N/NC(=O)[C@H](CCSC)NC(=O)OC(C)(C)C)ccc2c1	i	i	0.78
O=C(NCC(c1ccco1)N1CCCC1)c1ccccc1Sc1ccc(C(F)(F)F)cc1[N+](=O)[O-] (stereo not given)	i	i	-0.16
Cc1ccc(C2=NS(=O)(=O)N(C)C(C(=O)NC3CCCC3)=C2)cc1	i	i	0.9
O=S(=O)(c1ccc(F)cc1)N1CCN(c2ncccn2)CC1	i	i	0.47
CC(C)c1nc2sc3c(=O)n(N)cnc3c2c2c1COC(C)(C)C2	i	i	-0.46
Cc1cccc(-c2nnc(SCCOc3ccc4c(C)cc(=O)oc4c3)o2)c1	i	i	0.67
O=c1[nH]cnc2c1c(-c1ccccc1)cn2-c1ccccc1	i	i	0.87
Cc1nc(SCC(=O)NC(=O)NCc2ccco2)nc(C)c1C	i	i	1.4
COC(=O)c1c(NC(=O)C(C)C)sc2c1CCN(Cc1ccccc1)C2	i	i	-0.24
NS(=O)(=O)c1ccc(CCNC(=O)c2cc3ccccc3oc2=O)cc1	i	i	0.4
COc1cc(/C=N/NC(=O)Cc2c[nH]c3ccccc23)cc(OC)c1OC	i	i	-0.06
O=C(CSc1ccccc1C(=O)O)Nc1cccc(C(=O)O)c1	i	i	1.66
O=C(C1=C[C@H](c2coc3ccccc3c2=O)C[C@H](OCc2ccc(CO)cc2)O1)N1CCN(Cc2ccccc2)CC1	i	i	-0.01
Cc1ccccc1NC(=O)Cn1cnc2c(oc3nc4c(cc32)COC(C)(C)C4)c1=O	i	i	0.26
Clc1nccc(NCc2ccccc2)n1	i	i	-1.29
CC(NC(=O)c1ccco1)C1CCCO1 (stereo not given)	i	i	1.45
CCOc1ccc(NC(=O)CN(C)C(=O)c2ccc(OCc3ccccc3)c(OC)c2)cc1OCC	i	i	1.71
Cc1c(C(c2ccc(O)cc2)c2c(C)n(C)n(-c3ccccc3)c2=O)c(=O)n(-c2ccccc2)n1C	i	i	-0.47
CC(C)COP(=O)(c1ccc(N(C)C)cc1)C(Nc1ccccc1)c1ccccc1 (stereo not given)	i	i	-1.34
CCOc1cc(N2CCOCC2)c(OCC)cc1NC(=O)COc1ccccc1[N+](=O)[O-]	i	i	0.04
Cc1cc2n(n1)SC(Nc1ccc(F)c(Cl)c1)N2 (stereo not given)	i	i	-2.15
CCOC(=O)N1CCN(c2c(NCc3cccs3)c(=O)c2=O)CC1	i	i	-2.05

Profiles, looked up by structure:
NS(=O)(=O)c1ccc(CCNC(=O)c2cc3ccccc3oc2=O)cc1 across the screens: KCNQ2 block = i; CHT block = i; Kir21 inh = 0.4
CCC(=O)N1CCc2cc(S(=O)(=O)CCC(=O)N3CCCC(C)C3)ccc21 (stereo not given) across the screens: KCNQ2 block = i; CHT block = i; Kir21 inh = -0.73

Next part:
SMILES	KCNQ2 block	CHT block	Kir21 inh
CS(=O)(=O)Nc1ccccc1C(=O)Nc1ccc2c(c1)OCCO2	i	i	0.01
Cc1ccc(NC(=O)CN2CCN(c3ccccn3)CC2)cc1S(=O)(=O)N(C)C	i	i	-0.25
O=C(Nc1ccccn1)[C@@H]1CCC(=O)N1C(=O)OCc1ccccc1	i	i	0.91
CCOC(=O)C1CCN(C(=O)c2cc3cc4ccc(C)cc4nc3o2)CC1	i	i	-0.38
CC(=O)N1CCOc2ccc(S(=O)(=O)N3C(C)CCCC3C)cc21 (stereo not given)	i	i	-0.6
CC(C)N(C(=O)CSc1nnc(Cc2ccc3c(c2)OCO3)n1C)C(C)C	i	i	0.01
Cc1ccc(C(=O)Oc2ccc([N+](=O)[O-])cc2)cc1S(=O)(=O)N1CCCCCC1	i	i	-1.72
O=C(Nc1ccc(OCc2ccccc2)cc1)c1cccnc1	i	i	-0.94
COc1cc(NS(=O)(=O)c2ccc(OC)c(OC)c2)cc(OC)c1	i	i	-0.8
[O-][n+]1onc2c1CCc1[nH]c(-c3ccccc3)nc1-2	i	i	0.19
CC(C)(C)C(=O)NC1CC2CCCC(C1)N2C(=O)Nc1ccccc1F (stereo not given)	i	i	-1.29
CN(C)c1ccc(C(CNS(=O)(=O)c2ccc(F)cc2)c2c[nH]c3ccccc23)cc1 (stereo not given)	i	i	1.53
COc1ccccc1NS(=O)(=O)c1cccc(-n2c(O)c(C=Nc3ccccc3C(=O)O)c3ccccc3c2=O)c1	i	i	2.31
O=C(CCc1ccccc1)N1CCN(c2ccc([N+](=O)[O-])cc2)CC1	i	i	0.82
CC(C)Cn1cc(C(=O)NCCCN2CCC(C)CC2)c2c3ccccc3n(C)c2c1=O	i	i	0.05
COc1ccccc1CC(=O)Nc1ccc(F)cc1F	i	i	-0.31
COC(=O)c1cc(NC(=O)Cn2c(=O)cnc3ccccc32)cc(C(=O)OC)c1	i	i	1.12
Cc1ccc(NC(=O)c2cccnc2C(=O)O)nc1	i	i	0.55
O=C(Nc1ccc(Cc2ccc(NC(=O)N3CCOCC3)cc2)cc1)N1CCOCC1	i	i	0.18
C=CCn1c(CSc2ccc(C)cc2)n[nH]c1=S	i	i	-1.26
CN(C)CCNC(=O)c1ccc(COCC(F)(F)F)cc1	i	i	-0.48
CCOC(=O)C(Cc1ccc(NC(=O)/C(=C/c2ccccc2)NC(=O)c2ccccc2)cc1)N1C(=O)c2ccccc2C1=O (stereo not given)	i	i	2.34
CCCNC(=O)CN(C)C(=O)c1n[nH]c2ccccc12	i	i	0.77
CC(C)CNS(=O)(=O)c1ccccc1C(=O)N1CCCCC1	i	i	1.79
Cc1c(NC(=S)/C=C2\N(C)c3ccccc3C2(C)C)c(=O)n(-c2ccccc2)n1C	i	i	0.43
O=C(Nc1ccc2c(c1)C(=O)NC2=O)c1ccc(Cl)s1	i	i	0.43
CC(C)NS(=O)(=O)c1ccc(NC(=O)NC2CCCCC2)cc1	i	i	0.73
O=C(NC1CCCCC1)c1cc2ccccc2cc1O	i	i	0.14
Cc1ccc(S(=O)(=O)/N=C(/Nc2ccc3[nH]c(=O)[nH]c3c2)c2ccccc2)cc1	i	i	0.01
O=C(CSCc1ccccc1)NCCCN1CCOCC1	i	i	-0.16
CCn1c(SCC(=O)N2CCOCC2)nc2ccccc21	i	i	-0.15
Cc1ccc(S(=O)(=O)N2CCN(c3nc4ccccc4nc3-n3nc(C)cc3C)CC2)cc1	-6.03*	i	-0.49
Cc1ccc(SCC(=O)NCc2ccco2)cc1	i	i	0.53
CCc1cccc(CC)c1NC(=O)C1CSC2(C)CCC(=O)N12 (stereo not given)	i	i	0.02
COC(=O)c1ccccc1NC(=O)CSc1nnnn1C	i	i	0.5
CCOC(=O)c1ccc2cccc(C)n2c1=O	i	i	1.27
Cc1ccccc1C(=O)OC(C)CN1CCN(C)CC1 (stereo not given)	i	-6.11*	-2.1
CCCCCC(=O)Nc1cccc(C2=NOC3(C2)C[C@@H](C(N)=O)N(C(=O)Cc2ccc([N+](=O)[O-])cc2)C3)c1 (stereo not given in full)	i	i	2.04
COc1ccc(C(=O)NCc2nnc(SCC(=O)Nc3cccc(F)c3)o2)cc1	i	i	0.27
CC(=O)Oc1ccc(-c2cc3ccc(OC(C)=O)cc3oc2=O)cc1	i	i	-0.68
CN(C)CCCCCN(C)Cc1cc2ccccc2o1	i	i	-0.6
COc1cc(CNCCSc2nnnn2C)cc(Br)c1OCc1ccc(F)cc1	i	i	-0.12
Clc1ccc2oc3c(Cl)ncnc3c2c1	i	i	-2.59
N#C/C(=C\c1ccc(O)c(O)c1)S(=O)(=O)c1ccccc1	i	i	-0.73
CCN(CC)c1nc2c(c(=O)[nH]c(=O)n2C)n1CCOc1ccccc1	i	i	-0.8
Nc1nc(C2CC(=O)OC23CCCCC3)cs1 (stereo not given)	i	i	-1.21
FC(F)(F)c1ccc(-n2cnc3ccccc32)nc1	i	i	-0.01
O=C(O)c1cc(N2C(=O)C3C4C=CC(C4)C3C2=O)ccc1NCc1cccnc1 (stereo not given)	i	i	-0.96
CCOC(=O)C1CCN(C(=O)N2CCOCC2)CC1	i	i	-0.48
Cc1nn(-c2ccccc2)c(C)c1C(=O)Nc1ccc(N2CCOCC2)cc1	i	i	0.08
COc1ccc2oc(=Nc3cc(F)ccc3F)c(C(N)=O)cc2c1	i	i	-1.27
CC(C)CCn1c(=O)c2ccccc2n2c(CCC(=O)NC3CCN(Cc4ccccc4)CC3)nnc12	i	i	-0.9
COc1ccc(CC2(CO)CCN(Cc3cccnc3)CC2)cc1	i	i	-1.63
CNC(=S)N1CCN(c2c(F)cc3c(=O)c(C(=O)O)cn(C4CC4)c3c2OC)CC1C (stereo not given)	i	i	-0.88
COc1ccc(C(=O)N/C(=C\c2ccccc2)C(=O)Nc2ccccc2C(=O)O)cc1	i	i	-0.39
O=C(c1ccc(N2CCCC2=O)cc1)N1CCN(c2ccccc2F)CC1	i	i	1.84
CCCc1nc2oc3ccccc3c(=O)c2c(=O)n1-c1ccc(C)cc1	i	i	0.09
Cc1cc(Cl)ccc1OCC(=O)Nc1cccnc1	i	i	0.05
CCC(CC)c1nnc(NC(=O)CCc2ccccc2)s1	i	i	-0.84
O=C(Cc1c[nH]c2ccccc12)N[C@@H](Cc1c[nH]c2ccccc12)C(=O)O	i	i	0.18

Compounds above containing a furan ring, fused or not, in the order listed:
SMILES	KCNQ2 block	CHT block	Kir21 inh
Cc1ccc2c(C)c(C(=O)N3CCC(O)(c4ccccc4)CC3)oc2c1C	-5.93*	i	1.4
O=C(NCc1ccco1)C1CCCN(S(=O)(=O)c2ccc(-n3cnnn3)cc2)C1 (stereo not given)	i	i	-0.69
O=C(NCc1ccco1)/C(=C/c1cccc([N+](=O)[O-])c1)NC(=O)c1ccco1	i	i	-0.45
O=C(NCC(c1ccco1)N1CCCC1)c1ccccc1Sc1ccc(C(F)(F)F)cc1[N+](=O)[O-] (stereo not given)	i	i	-0.16
Cc1nc(SCC(=O)NC(=O)NCc2ccco2)nc(C)c1C	i	i	1.4
Cc1ccccc1NC(=O)Cn1cnc2c(oc3nc4c(cc32)COC(C)(C)C4)c1=O	i	i	0.26
CC(NC(=O)c1ccco1)C1CCCO1 (stereo not given)	i	i	1.45
CCOC(=O)C1CCN(C(=O)c2cc3cc4ccc(C)cc4nc3o2)CC1	i	i	-0.38
Cc1ccc(SCC(=O)NCc2ccco2)cc1	i	i	0.53
CN(C)CCCCCN(C)Cc1cc2ccccc2o1	i	i	-0.6
Clc1ccc2oc3c(Cl)ncnc3c2c1	i	i	-2.59

Additional records.
SMILES	KCNQ2 block	CHT block	Kir21 inh
CC(NC(=O)COC(=O)/C(=C/c1cccs1)c1cccs1)c1ccccc1 (stereo not given)	i	i	-0.6
O=C(NNC(=O)c1cccs1)c1ccc(F)cc1	i	i	0.02
CCCCCCNc1c(C(=O)OCC)c(=O)[nH]c2ccccc12	i	i	-0.45
CC1CCCCN1C(=O)CSc1nc(N)cc(=O)[nH]1 (stereo not given)	i	i	0.16
COc1ccc(C(=O)n2nc(-c3ccco3)nc2N)cc1	i	i	-0.85
CC(C)Oc1ccc(CNCCC2(C(C)C)CCOC(C)(C)C2)cc1 (stereo not given)	i	i	1.12
CCN(CC)CCn1c2c(c(SCC(=O)Nc3nc4ccccc4s3)nc1=O)CCC2	i	i	-2.18
COc1ccc(NC(=O)C(=O)c2cn(CC(=O)N3CCCC3)c3ccccc23)c(OC)c1	i	i	-1.19
CC(=O)N1CCN(C(=O)c2cc(S(=O)(=O)NCc3ccccc3)ccc2C)CC1	i	i	2.7
COc1cnn(Cc2ccccc2)c(=O)c1SCc1ccccc1	i	i	-4.7*
Cc1onc(-c2c(F)cccc2Cl)c1C(=O)NC(=S)NC1CCSC1=O (stereo not given)	i	i	1.03
CCOC(=O)c1nnn(-c2nonc2OC)c1-c1ccccc1	i	i	-0.71
O=S(=O)(Nc1cnc2ccccc2c1)N1CCCCCC1	i	i	0.03
